A549 viability = Nrf2 qHTS screen for inhibitors: counterscreen for cytotoxicity | A549 ARE-Fluc cells, CellTiter-Fluor viability, 18-24 h | Potency, µM (highest dose often 46 µM), without a hit: top-dose activity change, negative = cytotoxicity, hits mostly inhibitors | 390,000 tested, 0.16% active | AID 504648, 2011; note: potency is the fitted concentration of half-maximal effect; % is set by controls: 0 for no effect and ±100 for the full control effect
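Cytotoxicity counterscreen: CellTiter-Fluor fluorescence was measured in A549 ARE_Fluc cells after 18-24 h of compound exposure in a concentration series. The subsequent BugLite luminescent read reports ARE-luciferase activity.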
Nrf2 ARE act = qHTS of Nrf2 Activators | AREc32 ARE-luciferase reporter (MCF7-derived line), luminescence, 24 h | Potency, µM (top dose mostly 46.1 µM), without a hit: top-dose activation, usual class: activators | 410,000 tested, 0.31% active | AID 624171, 2012; note: potency is the fitted concentration of half-maximal effect; % of control where 0% means no effect; nearly all actives have a fitted effect of over 65% in size
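AREc32 cells carrying an ARE-driven firefly luciferase reporter were seeded at 1000 cells/well in OPTI-MEM with 5% FBS, then exposed to compound for 24 hr at 37 deg C. Luminescence was read with Steady-Glo after 30 min at RT.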
EPAC2 antagonist = qHTS for Antagonist of cAMP-regulated guanine nucleotide exchange factor 2 (EPAC2): primary screen. 360,000 tested, 0.18% active. Rap guanine nucleotide exchange factor 4 (Homo sapiens), Q8WZA2. Potency, µM (top dose mostly 114 µM), for the others: at the top dose activity, negative = inhibition, most hits filed as inhibitors. EPAC2 GEF exchange of Rap1B-BODIPY-GDP, fluorescence; note: potency is the fitted concentration of half-maximal effect; % is set by controls: 0 for no effect and ±100 for the full control effect; nearly all actives have a fitted effect of over 45% in size; many of its hits are not listed in these tables
Target sequence (Q8WZA2 whole entry, looked up): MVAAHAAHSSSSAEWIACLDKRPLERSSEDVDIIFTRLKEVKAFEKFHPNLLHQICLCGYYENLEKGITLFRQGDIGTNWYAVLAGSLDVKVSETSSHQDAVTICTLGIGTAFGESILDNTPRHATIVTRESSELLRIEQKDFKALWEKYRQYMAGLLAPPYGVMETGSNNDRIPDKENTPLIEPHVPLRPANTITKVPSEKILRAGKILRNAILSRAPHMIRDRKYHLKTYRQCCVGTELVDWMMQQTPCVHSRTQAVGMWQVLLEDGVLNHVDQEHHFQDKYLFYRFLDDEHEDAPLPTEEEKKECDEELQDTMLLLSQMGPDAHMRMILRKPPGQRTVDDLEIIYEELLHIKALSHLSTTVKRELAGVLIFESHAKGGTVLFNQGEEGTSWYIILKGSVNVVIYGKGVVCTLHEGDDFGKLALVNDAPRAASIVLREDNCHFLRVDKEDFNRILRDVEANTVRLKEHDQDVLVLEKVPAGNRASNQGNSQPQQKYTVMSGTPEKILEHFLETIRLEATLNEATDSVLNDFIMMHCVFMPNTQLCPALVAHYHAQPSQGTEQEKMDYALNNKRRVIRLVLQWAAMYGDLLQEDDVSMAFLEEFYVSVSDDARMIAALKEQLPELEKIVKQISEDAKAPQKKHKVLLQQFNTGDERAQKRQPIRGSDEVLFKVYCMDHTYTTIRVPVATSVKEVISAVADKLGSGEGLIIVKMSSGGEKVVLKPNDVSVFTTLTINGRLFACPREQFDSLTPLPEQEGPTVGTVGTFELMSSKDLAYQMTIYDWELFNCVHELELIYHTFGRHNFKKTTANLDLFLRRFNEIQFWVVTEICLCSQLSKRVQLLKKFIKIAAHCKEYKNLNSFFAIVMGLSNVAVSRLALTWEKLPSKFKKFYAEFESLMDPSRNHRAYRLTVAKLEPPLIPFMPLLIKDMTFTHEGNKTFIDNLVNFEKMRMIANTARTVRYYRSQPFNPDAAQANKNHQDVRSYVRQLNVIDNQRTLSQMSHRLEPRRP
Nrf2 inh = Nrf2 qHTS screen for inhibitors | Potency, µM (series often up to 46 µM), for the others: at the top dose activity change, negative = inhibition, actives largely listed as inhibitors | 360,000 tested, 2.1% active | AID 504444, 2011 | A549 ARE-Fluc reporter, luciferase luminescence, 18-24 h; note: potency is the fitted concentration of half-maximal effect; % is set by controls: 0 for no effect and ±100 for the full control effect; nearly all actives have a fitted effect of over 60% in size
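Cells were seeded and rested 2 h, then exposed to compounds for 18-24 h. CellTiter-Fluor was read first as a viability measure. BugLite was added 15 min before the final luminescent read of ARE-luciferase activity in A549 cells.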
MmCpn inh = Inhibitors of TCP-1 ring complex (TRiC) of Methanococcus maripaludis (MmCpn): qHTS; purified Mm-Cpn ATPase, ADP Transcreener TR-FRET; Potency, µM (series often up to 76.9 µM), without a hit: top-dose activity, negative = inhibition, actives largely listed as inhibitors; 330,000 tested, 0.031% active; AID 504842, 2011; note: potency is the fitted concentration of half-maximal effect; % is set by controls: 0 for no effect and ±100 for the full control effect; nearly all actives have a fitted effect of over 80% in size
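ATP (10 uM final) was added to archaeal chaperonin (25 nM final) after 10 min exposure to test compound at 37°C; after 30 min further incubation, ADP was detected by competitive TR-FRET.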
Akt phos inh = HTS Assay for Inhibitors of Akt Phophorylation: Primary Screen; Neuro2A IGF-stimulated pAkt S473 HTRF, 20 min; hits give low values; activity change, % for hits at 50 µM; 360,000 tested, 0.32% active; AID 651550, 2012; in the data active = activity change below about -80%; inconclusive = mostly about -51% to -80%; note: % is set by controls: 0 for no effect and ±100 for the full control effect
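Neuro2A cells in DMEM with 0.5% FBS, overnight at 37 deg C, given compound at single 50 µM final, then IGF (6 nM final) for 20 min at 37 deg C. Lysed; phospho-Akt Ser473 by HTRF after 24 h, 665/615 ratio.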
CCT chaperon mod = High-Throughput Screening for Modulators of Cytosolic Chaperonin Activity. purified chaperonin ATPase assay, HTRF ADP detection, 30 min. activity change, % (test concentration not listed), hits read low. 360,000 tested, 0.3% active; in the data active = activity change below about -30%; note: % is set by controls: 0 for no effect and ±100 for the full control effect
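TRiC at 40 or 20 nM final (batch-dependent) in 30 mM Tris pH 7.4, 100 mM KCl, 5 mM MgCl2, 1 mM DTT, with compound at single 76 uM and 10 uM ATP, 30 min at 37 deg C. ADP detected by HTRF Transcreener, 665/615 ratio.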
EPAC2 agonist = qHTS for Agonist of cAMP-regulated guanine nucleotide exchange factor 4 (EPAC2): primary screen; Rap guanine nucleotide exchange factor 4 (Homo sapiens), Q8WZA2; EPAC2 activation, biochemical qHTS; response scale: 100% = 6.5 mM cAMP response; Potency, µM (top dose mostly 154 µM), without a hit: at the highest dose activation, hits mostly activators; 360,000 tested, 0.079% active; note: potency is the fitted concentration of half-maximal effect; nearly all actives have a fitted effect of over 50% in size
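Fluorescence exchange assay: 100 nM EPAC2 with 250 nM RAP1B-BODIPY-GDP and 50 uM GDP; compounds tested as a concentration-titration series (qHTS). Loss of Rap1-bound BODIPY-GDP fluorescence read at 480/540 nm; data normalized to 6.5 mM cAMP.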
TGFb inhibitor = qHTS for Inhibitors of TGF-b | HepG2 CAGA-GFP TGF-b/SMAD3 reporter, GFP fluorescence, 18 h; TGF-beta stimulated, 500 pg/mL final | Potency, µM (doses to about 46.1 µM), for the others: at the highest dose activity, negative = inhibition, usual class: inhibitors | 410,000 tested, 1.2% active; note: potency is the fitted concentration of half-maximal effect; % is set by controls: 0 for no effect and ±100 for the full control effect; nearly all actives have a fitted effect of over 65% in size
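Smad-responsive CAGA-GFP expression was quantified in HEPG2 cells exposed to compounds and 500 pg/mL final TGF-beta for 18 h at 37 degrees C; unstimulated wells defined full inhibition.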
* marks the source's active call; other numbers are inactive results; i = inactive; u = inconclusive; x = not tested or not shown; & = joins results of further samples; [ ] = remark or other dose. Unless noted, calls come from the whole dose curve; as a rule, active = well fitted curve in the direction sought with a large enough effect; inconclusive = small, poorly fitted or top-dose-only effect, or another doubt; inactive = no such curve, though single readings can be large; an effect the other way counts as inactive or inconclusive.

SMILES	A549 viability	Nrf2 ARE act	EPAC2 antagonist	Nrf2 inh	MmCpn inh	Akt phos inh	CCT chaperon mod	EPAC2 agonist	TGFb inhibitor
Cc1ccc(CNC(=O)CCS(=O)(=O)c2cc3c(cc2Cl)NC(=O)CO3)o1	0.5%	-1.2%	36.3%[activator]	10.8%	0.7%	i	-0.2	1.9%	21.0%
COc1ccccc1OCCNC(=O)c1ccc(NC(=O)CC2SC(N3CCCC3)=NC2=O)cc1 (stereo not drawn)	0.3%	0.9%	0.5%	-10.1%	x	i	-2.8	-4.2%	-0.3%
C/C(=N\NC(=O)C1CC1)c1ccc(OC(F)F)cc1	1.1%	2.5%	-0.9%	u	0.0%	i	-0.4	6.0%	7.1%
Cc1ccc(CNC(=O)CS(=O)Cc2nc(-c3ccccc3C)oc2C)cc1 (stereo not drawn)	-10.2%	-1.0%	-21.6%	-11.6%	2.1%	i	-1.0	7.3%	-5.3%
COc1ccc(CCNC(=O)COc2ccc3c(c2)OCO3)cc1	1.8%	-0.2%	-28.0%	10.7%	-1.6%	i	-5.7	2.5%	-8.5%
CC(=O)Nc1ccc(SCCN2CC[C@@H](C(C)(C)C)CCC2=O)cc1	-5.6%	-0.2%	4.0%	15.0%	-2.8%	i	-0.8	-4.7%	-6.8%&-21.8%
Cc1ccsc1/C=N/Nc1nc2ccccc2s1	7.0%	0.6%	-3.4%	u	-0.8%	i	-0.8	4.2%	-5.1%
C=CCNC(=S)N1CCOCC1	-1.0%	-0.4%	1.4%	-3.9%	2.0%	i	-8.9	17.2%	0.5%
Cc1cccc(N2CCN(S(=O)(=O)c3cccs3)CC2)c1C	1.0%	0.2%	-10.3%	u	-0.5%	i	-2.2	12.0%	u
COc1ccc(-c2nc(CN3CCN(c4ncnc5ccccc45)CC3)c(C)o2)c(OC)c1	u	0.2%	-6.6%	8.2µM*	1.2%	i	4.2	11.1%	u
C=CCN=C1SCC(=O)N1S(=O)(=O)c1ccccc1	4.7%	-0.6%	-2.9%	-7.5%	u	i	-0.9	-0.1%	-0.1%
CC(C)(C)Nc1nc(Cl)nc(NCCN2CCOCC2)n1	3.3%	-0.5%	-0.5%	-9.6%	0.7%	i	-1.3	3.8%	45.2%[activator]
O=C(NCc1ccncc1)[C@@H]1CCCN1C(=O)[C@H]1CCCN1C(=O)c1c(F)cccc1F	x	-0.3%	-1.4%	x	x	i	-0.6	3.8%	x
Cc1nnc(SCc2nc3sc4c(c3c(=O)[nH]2)CCCC4)n(N)c1=O	0.5%	3.3%	0.5%	u	-0.9%	i	-0.9	11.9%	0.3%
COc1ccc(NC(=O)COC(=O)c2ccc(-n3cnnn3)cc2)cc1Cl	8.6%	2.3%	0.9%	-2.7%	-2.7%	i	-4.3	-1.8%	27.9%
C[N+]1(CCNC(=O)/C=N/O)CCCCC1	-7.0%	-0.7%	-1.4%	-13.4%	0.9%	i	-1.4	-8.0%	8.8%
COC(=O)CC(NC(=O)c1ccco1)c1ccc(C(C)C)cc1 (stereo not drawn)	-3.0%	-0.7%	13.9%	-6.3%	0.8%	i	2.3	-6.8%	-2.4%
COCCNC(=O)c1cc(-c2ccccn2)nc2ccc(S(=O)(=O)N3CCC(C)CC3)cc12	7.3%	-0.4%	52.0%[activator]	-18.4%	-0.3%	x	1.3	-7.0%	-11.0%
CCOC(=O)c1c(C)[nH]c(C)c1S(=O)(=O)N1CCCC(C(=O)NCc2ccccc2Cl)C1 (stereo not drawn)	0.3%	3.2%	x	8.6%	x	x	x	x	u
COc1ccccc1CN1C(=O)CCC1(C)C(=O)NC1CCCCCC1 (stereo not drawn)	-14.7%	-0.3%	-0.6%	10.4%	-0.3%	i	-2.1	-5.6%	-15.1%
C/C(=C\C(=O)C(F)(F)F)Nc1cc(C)cc(C)c1	-0.4%	0.3%	-6.1%	1.9%	-2.1%	x	-10.7	-82.9%[inhibitor][15.6 µM]	0.1%
O=C(O)CCn1c2c(c3ccccc31)CCCC2	-1.3%	0.3%	11.5%[57.1 µM]	-6.5%	-4.3%	i	-2.9	-6.0%	-0.8%
O=C(NCC1CCCO1)c1ccc(CNS(=O)(=O)c2ccc(F)c(Cl)c2)cc1 (stereo not drawn)	5.3%	0.1%	3.7%	2.4%	0.3%	i	-2.6	6.9%	1.1%
COc1ccc(C(=O)NNC(=O)Cc2nc3nc(C)cc(C)n3n2)cc1	-5.8%	-0.2%	10.8%	7.2%	-0.1%	x	-1.3	8.5%	8.4%
CC1CCCCC12NC(=O)N(CC(=O)NCCc1ccccc1)C2=O (stereo not drawn)	0.3%	-0.5%	-0.9%	2.4%	0.0%	i	-2.8	9.8%	24.8%
COc1ccc(Cl)cc1C(=O)NNC(=O)CCNS(=O)(=O)c1ccccc1	-2.6%	8.7%	4.5%	24.7%	-3.4%	i	-1.2	4.0%	13.4%
COc1ccc(NC(=O)CSc2ccccn2)cc1OC	-2.2%	1.5%	-4.5%	11.2%	x	i	-1.2	10.6%	1.4%
C[C@H]1CN([C@@H](C)CO)C(=O)CCCn2nncc2CO[C@H]1CN(C)C(=O)Nc1cccc2ccccc12	x	0.3%	7.7%	x	x	i	0.2	3.6%	26.9%
CN1/C(=C/c2cccc[n+]2C)Sc2ccccc21	11.6µM*	-0.6%	0.5%	0.82µM*	-0.5%	i	-1.8	8.9%	u
Cc1nc2ccccc2nc1OCC(=O)Nc1ccc2ccccc2c1	-2.7%	0.0%	13.6%	-19.7%	0.8%	i	0.0	-4.4%	-0.4%

Looked up by structure from above (four):
SMILES	A549 viability	Nrf2 ARE act	EPAC2 antagonist	Nrf2 inh	MmCpn inh	Akt phos inh	CCT chaperon mod	EPAC2 agonist	TGFb inhibitor
O=C(NCc1ccncc1)[C@@H]1CCCN1C(=O)[C@H]1CCCN1C(=O)c1c(F)cccc1F	x	-0.3%	-1.4%	x	x	i	-0.6	3.8%	x
COc1ccccc1OCCNC(=O)c1ccc(NC(=O)CC2SC(N3CCCC3)=NC2=O)cc1 (stereo not drawn)	0.3%	0.9%	0.5%	-10.1%	x	i	-2.8	-4.2%	-0.3%
COc1ccc(Cl)cc1C(=O)NNC(=O)CCNS(=O)(=O)c1ccccc1	-2.6%	8.7%	4.5%	24.7%	-3.4%	i	-1.2	4.0%	13.4%
Cc1cccc(N2CCN(S(=O)(=O)c3cccs3)CC2)c1C	1.0%	0.2%	-10.3%	u	-0.5%	i	-2.2	12.0%	u

Carrying on.
SMILES	A549 viability	Nrf2 ARE act	EPAC2 antagonist	Nrf2 inh	MmCpn inh	Akt phos inh	CCT chaperon mod	EPAC2 agonist	TGFb inhibitor
Cc1cc(C)nc(Sc2c(F)c(F)c(C(F)(F)F)c(F)c2F)n1	5.2%	-0.2%	-5.7%	x	-0.2%	i	1.5	-32.4%[inhibitor]	46.3%[activator]
O=C(NCc1ccco1)c1ccc2c(c1)N(Cc1c(F)cccc1Cl)C(=O)c1ccccc1S2	0.3%	5.3%	x	-20.5%	x	x	x	x	u
O=C(COC(=O)c1ccccc1NC(=O)c1ccco1)Nc1ccc2c(c1)OC(F)(F)O2	-12.7%	0.1%	-2.8%	-23.2%	2.7%	i	-3.3	-14.5%	-9.4%
C=C(C)Cn1c(N2CCC(Cc3ccccc3)CC2)nc2c1c(=O)[nH]c(=O)n2C	0.8%	-0.5%	-1.6%	-25.1%	1.6%	i	-16.6	8.4%	-59.3%
O=C(OCC1CCCO1)c1ccc2c(c1)N(Cc1cccc(F)c1)C(=O)c1ccccc1S2(=O)=O (stereo not drawn)	3.0%	3.7%	x	u	x	x	x	x	u
CCOc1ccc(-n2c(-c3ccc(Cl)cc3)c[n+]3c2SCC3)cc1	2.5%	0.4%	1.6%	-14.2%	-1.3%	i	0.0	-1.5%	-0.2%
COc1ccccc1CNC(=O)CC1C(=O)NCCN1C1Cc2ccccc2C1 (stereo not drawn)	0.5%	-0.2%	-14.1%	-1.9%	1.7%	i	-0.7	-5.2%	0.1%
C/C(Cc1ccccc1)=N\NC(=O)CNC(=O)c1ccc(Br)cc1	2.4%	0.1%	4.4%	3.2%	1.3%	i	1.0	2.5%	8.4%
CC1CCN(S(=O)(=O)c2ccc(NC(=O)C3CC(=O)N(c4ccccc4)C3)cc2)CC1 (stereo not drawn)	-21.8%	-0.1%	0.4%	6.51µM*	-0.2%	i	-0.7	-17.1%	-15.9%
Cc1cc(C)cc(OC(C)C(=O)Nc2nc3c(s2)CCCC3)c1 (stereo not drawn)	7.6%	0.3%	x	u	x	x	x	x	-11.0%
NC(=S)n1[nH]c(-c2ccc([N+](=O)[O-])cc2)c(N=Nc2cccc([N+](=O)[O-])c2)c1=O	u	3.5%[9.22 µM]	u	16.4µM*	1.3%	i	1.7	0.8%	u
COC(=O)c1ccccc1OCCCCN1CC(C)OC(C)C1 (stereo not drawn)	-9.5%	-0.5%	2.3%	-0.6%	-1.9%	i	0.3	2.2%	9.6%
COCCn1nnnc1C(c1cccs1)N1CCN(c2cccc(C(F)(F)F)c2)CC1 (stereo not drawn)	-6.4%	0.4%	-8.0%	-27.3%	0.6%	i	-2.6	-8.0%	-25.9%
COc1cccc(N2CCN(CC(=O)c3c(C)[nH]c4ccccc34)CC2)c1	u	3.7%	-12.1%	11.6µM*	0.3%	i	-0.6	12.2%	2.6%

From PubChem

The list is partial; rates above refer to the full screens.
